TCR CD3 inh – inhibitors of human TCR-CD3 interaction, primary screen, biochemical, fluorescence, TAMRA-labeled TCR probe | inhibition, % at 9.4 µM | actives 0.37% (n = 360,000) | T-cell receptor (TCR); in the data active = inhibition above about 19%;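 note: recombinant mutant TCR 2C K166C tagged with TAMRA read by polarization; 0% = receptor in buffer alone and 100% = receptor with positive control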
rCAG RNA binder – binders of r(CAG) RNA repeats, primary screen, biochemical, fluorescence | r(CAG) RNA repeat, TO-PRO-1 dye displacement fluorescence | inhibition, % at 3 µM | actives 1.3% (n = 370,000) | AID 651821, 2012;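 active = inhibition above the plate cutoff, the mean of all test compounds on that plate plus 3 SD, cut at about 35% in these data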;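 note: 0% = DMSO alone and 100% = 100 µM mitoxantrone as full dye displacement; higher means more dye released from RNA so lower well fluorescence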
PRMT1 inh – PRMT1 methyltransferase inhibitors, primary screen, biochemical, fluorescence polarization; Protein arginine N-methyltransferase 1 (Homo sapiens), Q99873; recombinant PRMT1, activity-based probe fluorescence polarization; inhibition, % at 2.79 µM; actives 1.3% (n = 370,000);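 active = inhibition above about 21% made by adding two undisclosed values, limit read from the data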
Target sequence (Q99873 whole entry, looked up): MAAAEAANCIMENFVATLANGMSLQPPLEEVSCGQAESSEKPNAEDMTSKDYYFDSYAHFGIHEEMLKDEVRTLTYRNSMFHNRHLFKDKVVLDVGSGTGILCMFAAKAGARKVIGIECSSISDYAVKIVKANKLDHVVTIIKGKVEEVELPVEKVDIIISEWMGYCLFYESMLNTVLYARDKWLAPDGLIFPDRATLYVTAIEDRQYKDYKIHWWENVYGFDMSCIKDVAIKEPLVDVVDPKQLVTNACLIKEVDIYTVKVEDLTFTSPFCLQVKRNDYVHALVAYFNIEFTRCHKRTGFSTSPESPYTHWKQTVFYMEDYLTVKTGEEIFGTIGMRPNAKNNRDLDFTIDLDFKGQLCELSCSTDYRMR
PG9 Ab binder – binders of HIV-1 gp120 antibody PG9, primary screen, biochemical, TR-FRET; TR-FRET gp120-PG9 antibody binding; inhibition, % at 6.7 µM; actives 0.43% (n = 360,000); in the data active = inhibition above about 8.5%
Rev-erbA mod – modulators of Rev-erb alpha DNA binding, primary screen, biochemical, FITC-DNA, fluorescence polarization, uHTS; Rev-erbα–FITC-DNA binding, 90 min; activity, % at 10 µM; actives 0.79% (n = 370,000);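 active = activity above about 14%, limit read from the data; passing the limit was not always enough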;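 note: 0% = DMSO wells with 35 nM protein and 100% = DMSO wells with 750 nM protein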
LEDGF integ inh – blockers of LEDGF/p75-dependent integrase strand transfer – biochemical, TR-FRET, high throughput, primary screen | TR-FRET IN-LEDGF/p75 DNA integration, Eu/Cy5 | actives 0.64% (n = 370,000) | AID 743269, 2014 | inhibition, % at 3.7 µM | HIV-1 integrase (with human LEDGF/p75);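 active = inhibition above the screen-wide mean plus 3 SD, cut at about 13% in these data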;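 note: signal is the Cy5 over europium emission ratio at 671 and 618 nm; 0% = plate median of compound wells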
ABHD4 inh – ABHD4 inhibitors, primary screen, biochemical, fluorescence polarization, mouse | (Lyso)-N-acylphosphatidylethanolamine lipase (Mus musculus), Q8VD66 | purified mABHD4, FP-Rh probe fluorescence polarization | inhibition, % at 8.92 µM | actives 0.54% (n = 370,000) | AID 720543, 2013;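 active = inhibition exceeding the mean over every tested compound plus 3 SD, cut at about 30% in these data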;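 note: 0% = plate median of compound wells and 100% = S159A mutant with DMSO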
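Test system: mABHD4 protein | Buffer or medium: HEPES pH 7.0 buffer, 150 mM NaCl, 0.01% Pluronic F-127 | Probe or stimulus: FP-Rh fluorescent activity-based probe, added after compound pre-incubation | Timing: Pre-incubation 45 min, probe exposure 60 min, at 25 °C | Technique: Fluorescence polarization, excitation 525 nm, emission 598 nm, BODIPY TMR filters | Repeats: Single well per compound (singlicate)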
HTRA1 inhibitor – HTRA1 serine protease inhibitors, primary screen, biochemical, fluorescence polarization, HTS. actives 0.5% (n = 340,000). inhibition, % at 5.96 µM. AID 504803, 2011. recombinant HTRA1, FP-rhodamine activity-based probe; in the data active = inhibition above about 36%;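 note: 0% = enzyme with DMSO and 100% = wells lacking enzyme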
Target sequence (Q92743 whole entry, looked up): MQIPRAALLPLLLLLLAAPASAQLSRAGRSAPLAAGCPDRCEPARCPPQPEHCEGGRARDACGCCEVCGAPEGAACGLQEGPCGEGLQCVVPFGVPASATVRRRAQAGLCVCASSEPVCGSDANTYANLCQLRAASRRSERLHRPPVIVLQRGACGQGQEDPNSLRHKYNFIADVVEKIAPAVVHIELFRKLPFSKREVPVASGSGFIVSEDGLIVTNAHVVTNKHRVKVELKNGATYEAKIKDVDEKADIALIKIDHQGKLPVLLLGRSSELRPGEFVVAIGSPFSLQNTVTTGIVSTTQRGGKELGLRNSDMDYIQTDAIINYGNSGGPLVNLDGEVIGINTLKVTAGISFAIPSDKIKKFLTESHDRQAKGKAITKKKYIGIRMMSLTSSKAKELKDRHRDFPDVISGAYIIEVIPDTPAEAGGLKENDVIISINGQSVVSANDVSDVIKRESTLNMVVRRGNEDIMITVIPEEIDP
MBD2 inh – inhibitors of MBD2 binding to methylated DNA, primary screen, biochemical, TR-FRET, DNA-binding domain, human; MBD2 binding to methylated oligonucleotide; inhibition, % at 4.4 µM; actives 0.31% (n = 370,000); in the data active = inhibition above about 13%
UHRF1 binding – UHRF1 methylated DNA binding inhibitors, primary screen, counter-screen for MBD2 inhibitor project, biochemical, TR-FRET, human UHRF1, single concentration; E3 ubiquitin-protein ligase UHRF1 (Homo sapiens), Q96T88; UHRF1 binding to methylated oligo; inhibition, % at 4.4 µM; actives 0.75% (n = 370,000); AID 687016, 2013; in the data active = inhibition above about 21%;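 note: UHRF1 SRA domain binding a hemimethylated CpG hairpin DNA probe; 0% = median of test compound wells and 100% = reference inhibitor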
An asterisk follows results filed as active; . = not tested or not shown; & = joins results of further samples.

SMILES	TCR CD3 inh	rCAG RNA binder	PRMT1 inh	PG9 Ab binder	Rev-erbA mod	LEDGF integ inh	ABHD4 inh	HTRA1 inhibitor	MBD2 inh	UHRF1 binding
CC(C)c1ccc(CN2C(=O)c3ccccc3S2(=O)=O)cc1	-1	-7	-1	1.3	0	4	-1	-5	5	1
O=C1CN(C(=O)c2cc3ccccc3o2)c2ccccc2N1	6	5	-3	0.7	1	-2	2	-12	0	-3
COC(=O)C1=C(C)OC(N)=C(C#N)C1c1cc(C)sc1C (stereo not drawn)	6	2	3	-0.8	0	-2	3	4	-3	-2
CC(C)[C@H](NS(=O)(=O)/C=C/c1ccccc1)C(=O)OCC(=O)NC(N)=O	-2	-1	5	1.8	0	-2	1	-2	3	1
C[C@H]1[C@@H](OC(=O)Nc2ccccc2C(F)(F)F)CC[C@@]23CCCN2C(=O)CCC[C@@H]13	.	.	-3	.	2	3	-2	.	-1	2
COc1ccc(CNC(=O)CN(C(=O)c2csnn2)c2cccc(C(C)=O)c2)cc1	-1	0	-3	-1.9	0	-2	-5	-1	4	3
CCCOc1ccc(C(=O)CCNc2cccc(Cl)c2)cc1	-7	1	3	-0.6	2	3	-9	-12	0	4
CCOC(=O)N1CCN(C(=O)c2cccc(F)c2)CC1	-6	2	-1	2.6	-2	0	7	11	5	-2
COc1cc(Cl)c(CN2CCC(CO)(CCOc3ccccc3)CC2)cc1OC	-7	-4	-2	0.1	7	1	8	-2	-2	3
Cc1cccc(NC(=S)NCC(c2cccnc2)N(C)C)c1C (stereo not drawn)	-11	-1	0	1.2	-5	3	-3	-1	7	2
COC(=O)CCc1c(C)c(C(=O)c2cc(OC)c(OC)c(OC)c2)c2ccccn12	6	-4	0	5.0	-2	0	0	-6	-4	-2
Cc1cc(C)cc(OCCCN2CCC(C(O)(c3ccccc3)c3ccccc3)CC2)c1	2	1	0	-0.5	0	0	6	.	-2	2
COc1ccc(CN2C[C@@H](CO)O[C@@H](n3cnc4c(NCCO)ncnc43)C2)cc1	-2	1	1	0.3	-5	0	0	.	-3	0
C=CCC1(O)C(=O)N2C(=C1C(=O)OCC)c1ccc3ccccc3c1CC2(C)C (stereo not drawn)	7	-11	0	0.8	5	-1	-1	-10	4	5
Cc1ccc(C(=O)CN2CCN(c3ccccn3)CC2)c(C)c1	0	2	7	-1.2	6	-2	3	-3	5	5
O=S(=O)(c1ccc2c(c1)CCCN2)N1CCCC2CCCCC21 (stereo not drawn)	-9	-2	5	-0.9	2	-5	2	-11	0	0
O=C(NCCc1ccccn1)/C(=C/c1ccco1)NC(=O)c1ccccc1	5	4	-1	-0.9	-4	1	0	1	-6	-7
Cc1cccc(C)c1NC(=O)C(c1ccccc1OC(F)(F)F)N1CCC(c2ccccc2)CC1 (stereo not drawn)	3	1	-4	0.2	-2	-3	-2	.	3	7
N/C(COc1cc(Cl)cc(Cl)c1)=N\O	-10	-3	12	0.2	5	-3	-2	5	5	1
Cc1ccc(C)c(OCC(=O)NNC(=O)c2ccc(=O)[nH]c2)c1	0	3	-2	-0.3	-5	2	2	1	-9	-3
CCN(CC)S(=O)(=O)c1ccc(/C=C/C(=O)NC2CCCCC2)cc1	1	-5	2	0.8	-2	-3	7	-3	-2	-1
CCCCCC(=O)Nc1ccc(C2C(=O)c3ccccc3C2=O)cc1	-2	14	-1	-4.1	11	0	-28	-3	1	-1
COC(=O)c1cccc(NC(=O)C(C)(C)C)c1	-7	-5	6	-0.3	6	-3	0	8	0	0
CCC(=O)N1CCc2cc(S(=O)(=O)NCCCOC)ccc21	-6	-1	-4	1.9	-3	1	6	3	3	-2
C=CCCN(C1CCCC1)S(=O)(=O)c1ccccc1Br	0	-5	-5	-0.3	-4	-3	-2	-10	2	2
NC(=O)COC(=O)c1ccc(Cl)c(S(=O)(=O)N2CCN(c3ccc(F)cc3)CC2)c1	4	-4	-2	-0.7	5	1	1	-5	0	2
COc1cccc(OCCCCN2CC(C)OC(C)C2)c1 (stereo not drawn)	-8	-9	1	0.0	1	-7	14	7	2	1
CCCn1nc2cc(C(=O)NCc3ccccc3)ccc2c1OCC	2	-6	0	-0.6	-2	-1	1	-8	1	0
COC(=O)c1cc(S(=O)(=O)N2CCC(C)CC2)cn1C	0	-2	-1	0.6	-6	3	-3	7	-4	-3
C[C@H](CO)N1C[C@H](C)[C@@H](CN(C)S(C)(=O)=O)Oc2ccc(NC(=O)Nc3ccc(C(F)(F)F)cc3)cc2C1=O	4	1	-1	-1.9	-2	0	-11	-10	-3	0

Among those listed so far, these contain a furan ring, fused or not.
SMILES	TCR CD3 inh	rCAG RNA binder	PRMT1 inh	PG9 Ab binder	Rev-erbA mod	LEDGF integ inh	ABHD4 inh	HTRA1 inhibitor	MBD2 inh	UHRF1 binding
O=C1CN(C(=O)c2cc3ccccc3o2)c2ccccc2N1	6	5	-3	0.7	1	-2	2	-12	0	-3
O=C(NCCc1ccccn1)/C(=C/c1ccco1)NC(=O)c1ccccc1	5	4	-1	-0.9	-4	1	0	1	-6	-7

Remaining list, next part.
SMILES	TCR CD3 inh	rCAG RNA binder	PRMT1 inh	PG9 Ab binder	Rev-erbA mod	LEDGF integ inh	ABHD4 inh	HTRA1 inhibitor	MBD2 inh	UHRF1 binding
COc1cc2cc(C(c3nnnn3C(C)(C)C)N3CCC(C)CC3)c(=O)[nH]c2cc1OC (stereo not drawn)	6	-4	-2	0.2	-2	-2	1	4	-5	-2
O=C(c1csc2c1CCCCC2)N1CCN(c2ncccn2)CC1	-7	-5	1	1.8	-2	-1	3	-5	0	5
O=C(c1ccccc1)N1C(=O)C(c2ccccc2)Oc2ccccc21 (stereo not drawn)	4	-5	-2	-1.1	0	-5	-5	-7	-5	-3
CCOc1ccc(NC(=O)N[C@@H](CCSC)C(=O)OC)cc1	-10	-4	1	1.1	-2	-5	6	-1	-1	2
C=C(C)Cn1c(CCNC(=O)CCC)nc2ccccc21	-1	-1	-2	-2.9	5	2	2	-1	-9	0
CC1(C)CC(NS(=O)(=O)c2ccc(F)cc2)CC(C)(C)N1	2	-3	-7	-1.4	3	8	-6	1	0	-1
Nc1nc(N)nc(-c2cc(C(F)(F)F)ccc2Cl)n1	2	0	0	4.3	-1	-1	10	3	-2	-1
CC(=O)c1cccc(NS(=O)(=O)c2cc3c(cc2C)NC(=O)CO3)c1	-7	4	2	-2.1	3	-1	-1	1	-1	-2
COc1cc(CCC(=O)OCC(=O)Nc2ccc3c(c2)OCO3)cc(OC)c1OC	-2	5	0	1.4	-1	1	1	3	2	-2
CN(CC(=O)NC1CCCCCC1)S(=O)(=O)c1cnc[nH]1	-8	0	5	1.4	2	-7	2	2	0	1
O=C(CCC1CCCN(C(=O)Cc2cccc(F)c2)C1)N1CCN(c2ccccn2)CC1 (stereo not drawn)	6	-3	-1	-2.4	-5	4	-6	-3	4	0
CC1=C(C)C(=O)OC(C(C)C2CCC3C4CC=C5CC(OC6OC(COC7OC(CO)C(O)C(O)C7O)C(O)C(O)C6O)CC(O)C5(C)C4CCC23C)C1 (stereo not drawn)	3	-4	-2	0.5	-4	7	-9	-6	-3	-2
CSCCC(NC(=O)c1ccccc1Br)C(=O)N1CCCCCCC1 (stereo not drawn)	-9	-2	-4	-10	3	4	-3	-3	-3	2
ClCc1nnc(-c2cc3c(s2)CCCC3)o1	-3	0	2	-1.3	2	-2	1	1	-4	-1
C/C(=C\c1ccccc1)C(=O)n1nnc2ccccc21	-1	-1	4	0.2	-3	-3	-9	2	8	1
Cc1cc(C)cc(OCC(=O)OCC(=O)NC2CCCC2)c1	1	-1	-6	-0.5	2	4	0	2	-2	2
COc1cccc(-c2sc3ccc(OC)cc3c2-c2ccc(OCCN3CCOCC3)cc2)c1	10	1	-2	-2.6	6	0	-12	-39	2	-1
O=C1CCCCC1C(=O)c1ccccc1 (stereo not drawn)	0	-1	-9	-1.5	5	4	2	.	4	-1
CCN(CC(=O)NCc1cccs1)C(=O)CCCOc1ccccc1	9	3	1	0.8	1	-1	-3	-7	-1	-3
O=C(NCc1cccc(Cl)c1)c1ccc(-n2ccnc2)c2ccoc12	0	1	6	0.4	-6	0	3	.	14*	22*
Cc1[nH][nH]c(=O)c1C=NCc1cccnc1	4	7	-2	-1.6	-3	3	-3	4	4	-2
Cc1ccc(C(=O)Oc2coc(CSc3nnc(NC(=O)C4CC4)s3)cc2=O)cc1C	-5	9	-1	-2.6	5	2	-6	-12	5	4
O=C(CN1C(=O)NC2(CCOc3ccccc32)C1=O)NCC(F)(F)F (stereo not drawn)	12	2	3	-0.6	-1	0	3	0	-7	1
CCN(CC(=O)Nc1ccc(OC)cc1)C(=O)Cc1cccs1	0	16	-1	-0.5	0	0	4	-6	-4	-1
CCN1CCN(c2ccc(S(=O)(=O)N3CCCCC3)cc2NC(=O)c2sccc2C)CC1	-1	-4	-2	0.0	3	-2	3	-7	-2	-1
COc1ccc(-c2cc(C(F)(F)F)n3nc(C(=O)N4CCN5CCCC5C4)cc3n2)cc1OC (stereo not drawn)	5	2	0	0.6	0	-4	3	-3	0	-2
Cc1cc(C)nc(/N=C(\N)N2CCCCCC2)n1	1	4	-2	-0.2	2	-2	-2	3	2	1
Cc1cc(Br)ccc1SCC(=O)OCC(=O)NC1CCCC1	3	-6	0	-3.1	3	-4	5	-3	-1	0
CC(C)(C)C(C(=O)NCc1ccccc1)N1CCN(C(=O)C2CCCO2)CC1 (stereo not drawn)	6	2	-1	0.6	1	-3	6	.	6	2
Cc1cc(C(F)(F)F)nn1CC(=O)NNC(=S)Nc1ccc(F)cc1	-3	3	1	1.7	-2	-1	1	0	5	1
O=C(COc1ccccc1)NC1CCCN(Cc2ccccc2F)C1 (stereo not drawn)	0	-5	-2	1.0	-3	1	6	-1	7	3
CC1(C(=O)NCc2ccncc2)Cc2c(-c3cccc(C(F)(F)F)c3)ccnc2O1 (stereo not drawn)	-6	0	0	-1.6	3	0	-3	.	0	1
CC(=O)c1cccc(OCc2cc(C(=O)N(C)CCC3CCOCC3)no2)c1	6	-4	2	-3.1	-6	-1	-1	1	1	1
CCOC(=O)c1c(Nc2ccc(Cl)cc2)sc(/C=C2\C=Nc3ccccc32)c1O	1&-3	8&7	-3&1	1.4&2.1	-4&-4	-1&0	5&4	-7	-2&1	-1&-2
CC1(C)Cc2c(C#N)c(N3CCN(C(=O)c4ccco4)CC3)nc(-c3ccco3)c2CS1	7	2	-2	1.8	-2	1	-3	5	-9	-2
O=C(Nc1ccc(CN2CCCCC2)cc1)c1cc(Br)ccc1Cl	7	-2	-1	-0.4	-2	-1	-2	.	2	-1

High-throughput results (PubChem BioAssay)

Only part of the results is shown; the hit share may differ from the screen's.
